# Screening data deposited in PubChem BioAssay by NCI.
# Growth percent in the NCI-60 one-dose screen (48 h, 10 µM unless noted): 100 = growth as untreated, 0 = no growth, -100 = all killed.
# HL-60(TB) = HL-60(TB) leukemia cells. 78,000 compounds, 9% hits. AID 1794776; active = growth percent below 10
# * = called active by the depositor; & = joins results of further samples. Some of the compounds tested, so the mix of outcomes need not match the whole.
SMILES,HL-60(TB)
COc1cc2oc(-c3cccc(NC(=O)c4ccc(C#N)cc4)c3)cc(=O)c2c(OC)c1OC,59
Cc1ccc2c(-c3nnc(N)o3)cc(=O)oc2c1C,99
C=CC(=O)Nc1cccc(-c2nc(SC)nc(NCC(C)C)c2C#N)c1,89
O=C(Nc1ccc(C(=O)N2N=C(c3ccccc3)CC2=O)cc1)c1ccccn1,97
O=C1C(Br)=C(Br)C(=O)c2c1nc1n2CCCC1,96
CCOC(=O)CCOCCC(=O)OCC,87
CCCc1nn(-c2ccccc2)c2c1C(c1cc3c(cc1Br)OCO3)C(C#N)=C(N)O2 (configuration not stated),101
CN(C)C1CN(C(=O)c2cc(-c3ccc4ncnc(N5CCc6cc(F)c(Cl)cc65)c4c3)cnc2N)C1,-1.2*
Cc1ccc(C)c(OP(=O)(Oc2cc(C)ccc2C)Oc2cc(C)ccc2C)c1,89
O=S(=O)(Nc1ccc2ccccc2n1)c1cc(Cl)ccc1Cl,107
COc1ccc(-c2nc(SCCC(C)C)nc(NN)c2C#N)cc1,92
c1cc2c3c(c1)CCC3CCC2 (configuration not stated),89
COc1ccc(-c2nc3ccccc3n2CC(=O)N=Nc2c(O)[nH]c3ccccc23)cc1,101
CN(C/C=C/C#CC(C)(C)C)Cc1cccc2ccccc12,97
C=C1c2c(C)nn(-c3ccc(NC(C)=O)cc3)c2N(C)C23CC1C1(C)c4c(C)nn(-c5ccc(NC(C)=O)cc5)c4N(C)C(C)(CC12)C3 (configuration not stated),-21*
CC(C)(C)CC(C)(C)Nc1c(-c2ccc(C(F)(F)F)cc2)nc2cnccn12,79
Clc1ccc(-c2nnc(-c3ccc4c(c3)nc(-c3ccccc3)n4C3CCCCC3)o2)cc1,31
COc1cc(C(=C2O[C@@H]([C@H]3COC(C)(C)O3)[C@H]3OC(C)(C)O[C@@H]23)c2cc(OC)c(OC)c(OC)c2)cc(OC)c1OC,107
O=C(O)C(Oc1ccccc1)Oc1ccccc1,97
C[C@]12C=CC(=O)C[C@@H]1CC[C@@H]1[C@@H]2CC[C@]2(C)[C@@H](O)CC[C@@H]12,86
O=C(/C=C/c1ccccc1Cl)c1ccc(O)cc1,60
N#Cc1c(-c2ccccc2)cc(-c2cc(O)ccc2O)nc1N,85
Cc1onc(-c2c(F)cccc2Cl)c1-c1ncc(-c2ccc(Cl)cc2)o1,36
COc1cccc(NC(=S)NCc2cccnc2)c1,91
Nc1c(C(=O)Nc2cccc(F)c2)sc2nc3c(cc12)C(=O)CCC3,31
# Next part:
SMILES,HL-60(TB)
NC(=O)C(NN=C(c1ccccc1)c1ccccc1)c1ccccc1 (configuration not stated),91
Cc1ccc(N)c([N+](=O)[O-])c1,111
CCn1c(-c2nonc2Nc2ccc(OC)cc2)nc2ccccc21,128
NS(=O)(=O)c1ccc(NC(=O)Nc2nnc(-c3ccccc3)s2)cc1,109
Fc1ccc(Br)cc1Br,91
Cn1c(O)c(N=NC(=O)c2ccc(S(N)(=O)=O)cc2)c2ccccc21,100
CC(=O)O[C@@H]1C[C@]2(C)[C@@H](C3(C)OCCO3)CC[C@H]2[C@@H]2C[C@H]3O[C@]34CC3(CC[C@]4(C)[C@H]21)OCCO3,90
Cc1ccc(NC(=O)CCl)cc1,103
C=CCN1CC[C@]23c4c5ccc(O)c4OC2C(=O)CC[C@@]3(O)[C@H]1C5 (some centres not stated),94
O=C(Nc1ccc(-c2ccc(NC(=O)c3ccc(-n4c(=O)[nH]c5ccccc5c4=O)cc3)cc2)cc1)c1ccc(-n2c(=O)[nH]c3ccccc3c2=O)cc1,89
COc1ccc(-c2c[se]c(Nc3ccc(C)cc3)n2)cc1,101
O=C1c2ccccc2-c2nnc(-c3ccc(Br)cc3)cc21,0.7*
Nc1cc2c(cc1Cl)-c1ccccc1/C2=N\O,111
COC(=O)[C@@]12C(=O)N(Cc3ccc(OC)cc3OC)C(C)(C)C1=Cc1cccc3c1[C@@]2(O)C(=O)N3C,97
COc1ccc(C(=O)NC(c2ccc(Cl)cc2Cl)c2cc(Cl)c3cccnc3c2O)cc1 (configuration not stated),93
c1ccc(CNc2ncnc3c2sc2ncccc23)cc1,113
Cc1ccc(-c2nnc(SCc3nc(N)nc(Nc4ccccc4)n3)n2-c2ccccc2)cc1,100
CC/C=C\C[C@H](O)C/C=C1/C(=O)C=C[C@@H]1C/C=C\CCCCO,36
O=C(NNc1ccccc1)c1ncc[nH]1,7.7*
CCN(CC)c1cccc(O)c1,91&89
Cc1ccc(S(=O)(=O)N(C)CCC#N)cc1,94
OCCN1CN(c2ccccc2)C(=S)N(c2ccccc2)C1,108
Oc1cccc2oc(=S)[nH]c12,121
O=C(CSc1nccc(Nc2ccc(N3CCOCC3)cc2)n1)c1ccc(F)cc1,99
COc1ccc(NC(=O)c2ccccc2-c2ccccc2)c(C(N)=O)c1,-18*

# Some of the entries so far, with bars between the fields.
SMILES | HL-60(TB)
O=C(Nc1ccc(C(=O)N2N=C(c3ccccc3)CC2=O)cc1)c1ccccn1 | 97
O=C1C(Br)=C(Br)C(=O)c2c1nc1n2CCCC1 | 96
CCOC(=O)CCOCCC(=O)OCC | 87
CCCc1nn(-c2ccccc2)c2c1C(c1cc3c(cc1Br)OCO3)C(C#N)=C(N)O2 (configuration not stated) | 101

# (more compounds)
SMILES,HL-60(TB)
CC(=O)C(=Cc1ccc(F)cc1)C(C)=O,102
O=c1c2cc(F)ccc2sc2c(NCCCN3CCCC3)nc3ccccc3c12,14
CCn1cc(C(=O)NNC(=S)Nc2ccc(C)cc2)c(=O)c2ccc(C)nc21,95
Nc1ccc(S(=O)(=O)Nc2cc(-c3ccccc3)[nH]c2-c2ccccc2)cc1,79
CSc1nc(N)nc2nc(NN)nn12,119
COc1nccc2c(Nc3cnccn3)nc(N)nc12,75
CCC(=O)Oc1cc2c(cc1[N+](=O)[O-])OCO2,100
COc1cccc2c(=O)c3c(sc12)c(NCCCN)nc1ccccc13,44
Nc1ccccc1SCc1cc2cc(Cl)ccc2[nH]c1=O,70
CC1=C(C(=O)OCc2ccccc2)C(c2cccc3ccccc23)n2c(nc3ccccc32)N1 (configuration not stated),1.4*
O=Cc1ccc(OCc2cnnn2-c2cc(=O)[nH]c3ccccc23)cc1,108
CCOC(=O)c1ccc(Nc2ncnc3c2c(C)nn3C)cc1,97
N#Cc1c2c(nc3n[nH]c(N)c13)CCCC2,87
Cc1ccc(S(=O)(=O)N(Cl)Cl)cc1,114
COc1ccc(OC)c(/C=C/c2ccc([N+](=O)[O-])cc2)c1,119
CC(Cc1ccccc1)[N+](C)(C)C (configuration not stated),107
COc1ccc(Oc2nc(NC3CCCCCC3)nc(Sc3ccc(OC)cc3)n2)cc1,74
COc1cc2oc(-c3cccc(NC(=O)[C@H](Cc4ccccc4)NC(=O)OC(C)(C)C)c3)cc(=O)c2c(OC)c1OC,23
CC(=O)N1N=C(c2ccc(F)cc2)CC1c1sc(N(CCCl)CCCl)nc1Cl (configuration not stated),93
O=C(O)c1ccc(-n2cc(CNc3ccc(F)cc3)c(-c3ccc(C(F)(F)F)cc3)n2)cc1,87
COc1ccc(COc2ccc(/C=C3/C(=O)Nc4cc(Cl)ccc43)cc2)cc1,119
C#CCOC(=O)C(N)CS (configuration not stated),120
CCOC(=O)n1cc(-c2nonc2-c2cn(C)c3ncccc23)c2cc(Br)ccc21,99
COc1cccc(-c2nn(-c3ccccc3)cc2-c2ccnc(N3CCN(C(=O)Nc4ccccc4)CC3)c2)c1,89
CCCC[N+](C)(C)N,101

# Given with bars between the fields: 5 of the compounds above
SMILES | HL-60(TB)
CC(=O)N1N=C(c2ccc(F)cc2)CC1c1sc(N(CCCl)CCCl)nc1Cl (configuration not stated) | 93
O=C(O)c1ccc(-n2cc(CNc3ccc(F)cc3)c(-c3ccc(C(F)(F)F)cc3)n2)cc1 | 87
COc1ccc(COc2ccc(/C=C3/C(=O)Nc4cc(Cl)ccc43)cc2)cc1 | 119
C#CCOC(=O)C(N)CS (configuration not stated) | 120
CCOC(=O)n1cc(-c2nonc2-c2cn(C)c3ncccc23)c2cc(Br)ccc21 | 99

# Other entries follow:
SMILES,HL-60(TB)
S=C(Nc1ccccc1)Nc1cccc(NC(=S)Nc2ccccc2)c1,102
COC(=O)c1ccco1,96
COc1ccc(-c2nc(N/N=C/c3ccc(OC)c(O)c3)nc(N3CCOCC3)c2C#N)cc1,73
Cc1ccc(/C=C/C(=O)c2ccc(O)c(CN3CCN(c4cc5c(cc4F)c(=O)c(C(=O)O)cn5C4CC4)CC3)c2)c(C)c1,35
Cc1ccc(N(CSc2ccc(Cl)cc2)CSc2ccc(Cl)cc2)cc1,-47*
CC1(C)Oc2cc3oc(=O)ccc3cc2C[C@@H]1OCCOS(=O)(=O)c1ccc(F)cc1,105
CNC(=O)c1cc(Oc2ccc3nc(NC(=O)c4cc(C)cc(C)c4)sc3c2)ccn1,70
NC(=O)NC(=O)/C=C/C(=O)OCCCl,92
CCN1CCN(CC(=O)Nc2ccc(-c3cn4c(n3)sc3cc(Oc5ccnc(C(=O)NC)c5)ccc34)cc2)CC1,-35*
CCOC(=O)c1c(C)c(-c2ccccc2)nc2ccccc12,99
OC(c1ccccc1)C(Cl)(Cl)Cl (configuration not stated),108
O=C(Nc1ccccc1-c1ccc(Oc2ccc3nnc(Cl)n3n2)cc1)C1CCCCC1,89
O=C(CN1CCCCCC1)Nc1nc2ccc(NCc3ccc(F)cc3)cc2s1,55
CC(=O)Nc1ccc(-n2cnc3cc(-c4ccc(O)cc4)ccc32)c(C)c1,63
Cc1nc2cc(Cl)ccc2c(=O)n1-c1c(CC(=O)O)cnn1C,71
O=S1c2ccccc2NC2C3C=CC(C3)C21 (configuration not stated),106&95
O=C(C(c1ccccc1)c1ccccc1)N1CCOCC1,91
COc1cc(Nc2nc(C3CC3)cs2)cc(OC)c1OC,93
C=CCn1c(SC/C(=N/O)c2ccccc2)nnc1-c1cc(-c2ccc(S(C)(=O)=O)cc2)nc2ccccc12,85
CC(C)N1CC(C)(C)NC1=S,102
Cn1cc(-c2ccc3c(c2)OCCO3)c(C(=O)NCc2ccc(Cl)cc2)n1,100
O=C(CS(=O)(=O)c1ccccc1)c1cc2ccccc2oc1=O,117
COc1cc(/C=N/n2c(CN3CCCC3)nc3ccccc3c2=O)cc(OC)c1OC,99
CC(=O)c1ccc(NC(=O)Cn2nc(-c3ccc(Cl)cc3)nc2N)cc1,93
Cc1ccc2sc3c(NCCN)nc4ccccc4c3c(=O)c2c1,53

# Random excerpt: three records from the list.
SMILES,HL-60(TB)
CN(C)C1CN(C(=O)c2cc(-c3ccc4ncnc(N5CCc6cc(F)c(Cl)cc65)c4c3)cnc2N)C1,-1.2*
O=S1c2ccccc2NC2C3C=CC(C3)C21 (configuration not stated),106&95
COc1cc(/C=N/n2c(CN3CCCC3)nc3ccccc3c2=O)cc(OC)c1OC,99

# Next section:
SMILES,HL-60(TB)
COc1cccc(-c2nc3occn3c2-c2ccnc(NCCCNS(=O)(=O)c3ccc(F)cc3)n2)c1,118
O=C(O)CN1C(=O)/C(=C/c2cn(-c3ccccc3)nc2-c2ccccc2)SC1=S,104
CCCc1onc(-c2noc(CCC)c2CC)c1CC,104
O=C(N/N=C\c1ccccc1)c1ccc2nc(-c3ccc(Cl)cc3)[nH]c2c1,103
O=C(CC1CCCC(CC(=O)c2ccccc2)N1CCc1ccccc1)c1ccccc1 (configuration not stated),27
C[C@]12CCC(=O)C[C@H]1CC[C@@H]1[C@@H]2CC[C@@]2(C)[C@H]1CC[C@]2(O)C(=O)CO,126

# Looked up above.
# `COc1cccc(-c2nc3occn3c2-c2ccnc(NCCCNS(=O)(=O)c3ccc(F)cc3)n2)c1` in HL-60(TB) has 118
# `C[C@]12CCC(=O)C[C@H]1CC[C@@H]1[C@@H]2CC[C@@]2(C)[C@H]1CC[C@]2(O)C(=O)CO` in HL-60(TB) has 126
